Screening results (PubChem BioAssay)
RGS8-Gao reg – human RGS8-Galphao interaction regulation. multiplexed bead flow cytometry, RGS8-Galphao binding; actives lie on both sides. response (percent of control binding), % at 10 µM. 0.34% of 220,000 active. AID 1423; in the data active = response below about 60% or above about 140%; inactive = in between;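 also: Galphao activated as the GDP aluminium fluoride complex binding bead-coupled RGS8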
RGS7-Gao – modulates binding of RGS7 to human Galphao | Multiplexed bead flow cytometry; actives lie on both sides | 0.35% of 220,000 active | binding response (% of control), % at 10 µM; in the data active = binding response below about 49% or above about 150%; inconclusive = no clear call, values can overlap the other calls; inactive = in between;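 also: fluorescent Galphao held in activated GDP-AlF4 state binding bead-coupled RGS7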
ABCG2 inh – inhibitors of human ABCG2 transporter, ABCB1 counter-screen | AID 1325 | inhibition, % at 6.6 µM | Q9UNQ0 | IgMXP3 cells, JC-1 efflux, flow cytometry | 0.1% of 190,000 active;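 active = inhibition above 80%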;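 also: 0% = DMSO and 100% = nicardipine control wells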
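Test system: IgMXP3 cells (ABCG2) mixed with DDAO far-red-labelled CCRF-Adr cells (ABCB1). Reagent: JC-1 transporter substrate. Compound dosing: single test compound dose, 6.6 µM final. Times: 10 min compound exposure, 25 °C. Detection: flow cytometry of retained JC-1 fluorescence. Read-out basis: efflux inhibition in percent versus controls. Controls: nicardipine and DMSO wells.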
GSH bead fluor – GSH bead compound fluorescence profile | 0.25% of 190,000 active | AID 1776 | fluorescence (KMESF) at 10 µM | GSH beads flow cytometry, compound fluorescence 488/530 nm; hits give high values; in the data active = fluorescence above about 89;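 also: glutathione beads carrying GST-tagged Bcl family fusion proteins plus one bare bead set; values are compound well signal with DMSO vehicle wells as background; inactives centre near 16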
Mcl1 Bid PPI – disrupts binding of human Mcl-1 to Bid peptide; Q07820; TR-FRET Mcl-1/Bid-Dy647 peptide binding, 1536-well; inhibition, % at 21.7 µM; 0.97% of 220,000 active; AID 1021;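 active = compounds that cut the binding signal by more than half at the single screening dose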;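 also: His-tagged Mcl-1 with europium anti-His antibody binding Bid BH3 peptide; 0% = Mcl-1 plus peptide wells and 100% = peptide-only wells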
Bim-Mcl-1 – human Bim-Mcl-1 interaction inhibition; Q07820; Bead-based flow cytometry, Bim peptide-Mcl-1 binding; inhibition, % at 10 µM; 0.1% of 190,000 active; AID 1009; in the data active = inhibition above about 40%;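 also: 0% = no compound tracer wells and 100% = peptide blocker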
ABCB1 block – inhibitors of human ABCB1 transporter, ABCG2 counter-screen | P08183 | CCRF-Adr cells, JC-1 efflux, flow cytometry | inhibition, % at 6.6 µM | 0.067% of 190,000 active | AID 1326; in the data active = inhibition above about 40%;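 also: 0% = vehicle and 100% = reference inhibitor; higher value means more JC-1 retained so stronger ABCB1 efflux block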
Target sequence (P08183 whole entry, looked up): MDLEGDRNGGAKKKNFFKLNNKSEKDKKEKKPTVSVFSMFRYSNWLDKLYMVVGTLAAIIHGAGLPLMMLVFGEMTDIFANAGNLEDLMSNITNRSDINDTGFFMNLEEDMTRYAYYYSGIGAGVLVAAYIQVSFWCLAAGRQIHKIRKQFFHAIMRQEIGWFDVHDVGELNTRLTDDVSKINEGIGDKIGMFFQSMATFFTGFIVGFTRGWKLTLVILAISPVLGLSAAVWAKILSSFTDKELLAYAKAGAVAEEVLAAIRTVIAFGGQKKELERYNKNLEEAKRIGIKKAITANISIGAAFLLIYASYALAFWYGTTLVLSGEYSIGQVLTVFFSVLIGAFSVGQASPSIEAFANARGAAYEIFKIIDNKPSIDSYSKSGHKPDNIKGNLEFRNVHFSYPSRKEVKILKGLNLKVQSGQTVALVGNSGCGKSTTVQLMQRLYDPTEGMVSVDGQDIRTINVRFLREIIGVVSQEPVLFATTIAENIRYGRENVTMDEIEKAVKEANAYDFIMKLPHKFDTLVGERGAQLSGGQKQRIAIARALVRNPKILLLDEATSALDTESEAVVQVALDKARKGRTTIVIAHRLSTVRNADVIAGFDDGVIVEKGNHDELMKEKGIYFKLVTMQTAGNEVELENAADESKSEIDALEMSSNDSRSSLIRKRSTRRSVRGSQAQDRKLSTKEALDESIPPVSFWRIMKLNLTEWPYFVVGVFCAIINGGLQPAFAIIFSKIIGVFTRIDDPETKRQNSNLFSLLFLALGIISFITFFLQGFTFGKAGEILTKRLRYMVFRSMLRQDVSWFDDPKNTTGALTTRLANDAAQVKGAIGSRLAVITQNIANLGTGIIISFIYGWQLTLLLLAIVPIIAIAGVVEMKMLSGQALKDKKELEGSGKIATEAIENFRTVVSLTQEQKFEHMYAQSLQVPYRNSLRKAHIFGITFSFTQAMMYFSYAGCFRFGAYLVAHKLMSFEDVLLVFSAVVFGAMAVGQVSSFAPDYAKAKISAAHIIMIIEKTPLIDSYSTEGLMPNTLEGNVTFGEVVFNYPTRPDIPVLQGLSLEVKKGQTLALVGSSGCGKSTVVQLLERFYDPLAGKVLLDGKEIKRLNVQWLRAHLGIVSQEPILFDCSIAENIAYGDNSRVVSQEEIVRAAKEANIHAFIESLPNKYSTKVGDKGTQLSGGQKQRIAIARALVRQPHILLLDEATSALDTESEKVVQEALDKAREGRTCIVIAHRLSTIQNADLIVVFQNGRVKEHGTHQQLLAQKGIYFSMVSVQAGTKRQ
Mcl1 Noxa PPI – Mcl-1/Noxa interaction inhibition; 1.5% of 220,000 active; TR-FRET Mcl-1/Noxa peptide binding, 2 h; Q07820; inhibition, % at 21.7 µM;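 active = compounds that cut the protein-peptide binding signal by more than 50% relative to plate controls in a single-dose test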;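 also: His-tagged Mcl-1 with rhodamine Noxa BH3 peptide and terbium anti-His antibody; 0% = Mcl-1 plus Noxa peptide wells and 100% = peptide-only wells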
Pf gamet viab – P. falciparum stage V gametocyte viability inhibition | P. falciparum stage V gametocytes, ATP luminescence, 24 h | inhibition, % at 10.9 µM | 0.065% of 150,000 active | AID 743093;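 active = inhibition above the mean plus 3 SD of compounds within the control limits, set per campaign, cut at about 38% in these data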;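 also: 0% = DMSO wells and 100% = medium only without gametocytes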
RGS4-Gao reg – modulates binding of RGS4 to human Galphao; binding response (% of control), % at 10 µM; P09471; AID 1415; 0.33% of 220,000 active; Multiplexed bead flow cytometry; actives lie on both sides; in the data active = binding response below about 49% or above about 150%; inactive = in between;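 also: fluorescent Galphao activated with aluminum fluoride binding bead-coupled RGS4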
Avidin fluor – avidin bead compound fluorescence profile; fluorescence (KMESF) at 10 µM; AID 1775; 0.38% of 220,000 active; Avidin beads, compound fluorescence 488/530 nm, flow cytometry; hits give high values; in the data active = fluorescence above about 47; also: inactives centre near 10
The depositor's hits bear a star; ? = inconclusive; / = not tested or not shown. Compounds were not picked by outcome. Share with any hit: about 3.3%.

SMILES	RGS8-Gao reg	RGS7-Gao	ABCG2 inh	GSH bead fluor	Mcl1 Bid PPI	Bim-Mcl-1	ABCB1 block	Mcl1 Noxa PPI	Pf gamet viab	RGS4-Gao reg	Avidin fluor
CCOc1ncccc1C(=O)N=C1SCCN1C(=O)c1cccnc1OCC	102	?	8	11	-6	2	0.8	9	-16	104	11
CCN=C1S/C(=C\c2ccc(Sc3ccc(Cl)cc3)o2)C(=O)N1CC	81	88	6	7	2	-4	2.0	12	/	84	3
O=c1[nH]c2ccccc2nc1CCc1ccccc1	102	?	3	13	-1	-1	0.1	6	-17	104	11
COc1ccc(CCNS(=O)(=O)c2ccc(OC)cc2)cc1	98	101	2	11	-9	-1	0.5	19	/	100	8
C/C(=N\NC(=O)c1ccccc1)c1cccc(Br)c1	102	103	15	17	7	0	1.4	12	10	104	9
CCCCc1cc(=O)oc2c(CN3CCCC3)c(O)c(Cl)cc12	96	85	1	13	-15	-3	0.3	4	-5	91	38
CCCCn1c(=O)c(-[n+]2ccccc2)c([O-])c2ccccc21	97	102	1	14	-29	0	0.6	4	/	105	15
COc1ccccc1-n1nnnc1SCc1cc2c(cc1Br)OCO2	103	102	0	36	-13	-2	0.2	-19	10	107	4
CNC(=O)C(=O)Nc1nc(C23CC4CC(CC(C4)C2)C3)cs1	103	115	7	12	-16	0	0.7	8	3	104	23
CCOC(=O)c1ccc(NS(=O)(=O)c2ccc3c(c2)CCCN3C(C)=O)cc1	103	106	3	10	-13	3	0.6	7	/	105	9
Cc1ccc(S(=O)(=O)NCCC(=O)NC2CCCC2)cc1	103	100	0	14	-13	-2	0.0	-6	/	102	25
C=C(C)C1CC=C(C)/C(=N\NC(=O)CNc2cccc3ccccc23)C1 (stereo not given)	97	95	-1	11	-17	-2	-0.5	7	-4	96	11

Single records (already shown). Screens in order: RGS8-Gao reg, RGS7-Gao, ABCG2 inh, GSH bead fluor, Mcl1 Bid PPI, Bim-Mcl-1, ABCB1 block, Mcl1 Noxa PPI, Pf gamet viab, RGS4-Gao reg, Avidin fluor
Entry for CCOc1ncccc1C(=O)N=C1SCCN1C(=O)c1cccnc1OCC → 102, ?, 8, 11, -6, 2, 0.8, 9, -16, 104, 11
Entry for CCCCn1c(=O)c(-[n+]2ccccc2)c([O-])c2ccccc21 → 97, 102, 1, 14, -29, 0, 0.6, 4, /, 105, 15
Entry for CCCCc1cc(=O)oc2c(CN3CCCC3)c(O)c(Cl)cc12 → 96, 85, 1, 13, -15, -3, 0.3, 4, -5, 91, 38

The list continues:
SMILES	RGS8-Gao reg	RGS7-Gao	ABCG2 inh	GSH bead fluor	Mcl1 Bid PPI	Bim-Mcl-1	ABCB1 block	Mcl1 Noxa PPI	Pf gamet viab	RGS4-Gao reg	Avidin fluor
CCS(=O)(=O)NCC(c1ccco1)N1CCN(c2ccccc2)CC1 (stereo not given)	99	102	0	13	-16	-3	1.1	6	/	100	13
CCOC(=O)C1=NN(c2ccccc2)C2=NC(C)=C(C(=O)OC)C(c3ccc(C)cc3)N12 (stereo not given)	104	99	7	10	-42	-6	3.4	-25	/	101	3
COc1cccc(-n2nnnc2SCC(=O)NC2CCCC2)c1	99	99	3	18	-7	-2	0.4	7	-13	97	39
Cc1cccc2cc(/C=C3\N=C(c4ccccc4)OC3=O)c(N3CCOCC3)nc12	100	100	11	14	-38	-1	3.9	12	/	99	9
O=C1/C(=C/c2ccccc2)CCC1C1CCCC1 (stereo not given)	91	88	5	8	-12	-2	1.1	9	7	88	4
c1cnn(-c2cncc(-n3cccn3)n2)c1	101	98	14	10	1	0	6.0	19	4	105	11
CCCn1nnc(NC(=O)c2cccc(OCc3ccccc3)c2)n1	100	99	3	19	-6	-4	0.3	5	/	101	36
O=C(O)C1CCCCC1C(=O)Nc1cccc2ccccc12 (stereo not given)	105	102	1	43	-13	/	0.6	12	-6	105	8
Cc1ccc(Cn2nnnc2CN2CCC(c3nc4ccc(Cl)cc4[nH]3)CC2)cc1	100	100	18	37	5	-2	1.6	/	/	101	11
CNC(=O)c1ccccc1-c1ccccc1	101	103	8	38	-10	1	1.7	-10	/	100	5
O=C(NCc1ccco1)C1CCN(S(=O)(=O)Cc2ccccc2)CC1	120	119	1	11	-21	-1	-0.4	1	13	113	20
CN(C)C(=O)OCC1COc2ccccc2O1 (stereo not given)	129	?	/	/	-1	/	/	6	/	150	6
Cc1ccc(CNC(=O)C(C)OC(=O)c2cccs2)cc1 (stereo not given)	102	101	1	24	-15	-3	-0.4	-18	/	100	17
COC(=O)[C@@H]1C[C@H]2CC[C@H](O)C[C@H]2N1Cc1ccc(-c2ccccc2)cc1	88	?	/	/	-64	/	/	-17	8	83	8
COc1ccc(-n2c(=O)c3ccccc3n(CC(=O)NC3CCCCC3)c2=O)cc1OC	95	80	-1	14	7	-1	-0.1	1	10	76	10
O=C(NCc1ccncc1)c1ccc(Cl)c(S(=O)(=O)N2CCOCC2)c1	101	104	2	24	-6	1	0.5	10	13	104	14
Cc1cc(C)n(-c2nnc(C)n2/N=C/c2ccccc2OCc2ccccc2Cl)n1	105	108	11	15	-4	0	2.6	10	/	111	32
CC(C)c1onc(C(=O)N2CCCCC2C)c1[N+](=O)[O-] (stereo not given)	30*	23*	0	14	-4	-3	0.0	7	20	28*	-1
CS(=O)(=O)N1CCN(C(=O)c2cc(-c3ccncc3)nc3ccc(Cl)cc23)CC1	101	107	1	31	10	0	0.6	11	0	98	9
CC(C)CN(C(=O)CN1CCN(S(=O)(=O)c2ccccc2)CC1)c1c(N)n(CC(C)C)c(=O)[nH]c1=O	102	98	3	12	-44	0	0.8	6	-2	99	6
NC(=O)c1ccccc1Br	98	?	/	/	-38	/	/	3	/	104	8
Cn1cccc1/C=N/NC(=O)Cc1cccs1	97	?	/	/	-94	/	/	-12	15	91	7
CC(=O)C(Cc1ccccc1)NC(=O)CN1CCc2ccccc2C1 (stereo not given)	100	105	4	15	-3	-1	0.6	8	/	104	11
CCCn1nnnc1NC(=O)c1cc(Br)ccc1OC	97	96	5	10	-40	25	1.7	1	/	98	6
CC(C)c1nc(SCC(=O)N2CCCc3ccccc32)c2c(=O)n(C)c(=O)n(C)c2n1	100	96	4	25	3	-2	5.4	0	/	98	7
O=C(Nc1cc(S(=O)(=O)Nc2ccc(Cl)cc2)ccc1N1CCCCC1)c1ccc(F)cc1Cl	97	103	-3	21	-4	-3	5.3	-32	0	99	9
CCCCNC(=S)N(C)/N=C/c1ccccc1C(=O)O	100	97	3	14	-8	4	0.5	-5	19	100	10
CCSC1=NCCN1C(=O)c1ccc(S(=O)(=O)N(CC)CC)cc1	99	90	5	13	-27	0	0.6	14	-25	96	7
COc1ccc(NC(=O)CCNS(=O)(=O)c2ccc(Br)s2)cc1	102	102	3	21	-26	0	0.4	-11	8	102	16
CCOc1cc(C)c(C(C)C)cc1S(=O)(=O)n1ccc(C)n1	99	99	15	36	-38	-5	5.7	-9	11	100	16
CCOc1cc(/C=C/c2nc3cc(C)c(C)cc3s2)ccc1OCC(=O)N1CCOCC1	83	90	-7	9	0	-3	0.2	13	-8	92	7
CCN(CC)CC(=O)Nc1ccc(C)cc1C(=O)c1ccccc1	103	?	/	/	10	/	/	-15	9	105	8
O=C(O)CC(c1cccc2ccccc12)n1cccc1 (stereo not given)	105	98	1	13	-27	3	0.2	24	/	98	12
O=C1/C(=C/c2ccc3c(c2)OCO3)CCC/C1=C\c1ccc2c(c1)OCO2	98	104	0	8	-7	-1	0.0	-7	-32	97	1
O=C(Nc1ccccc1C(F)(F)F)c1cccnc1	90	93	2	26	16	-1	0.3	3	12	95	3
CCSc1nnc(NC(=O)c2cccc(S(=O)(=O)N(C)c3ccc(C)cc3)c2)s1	100	98	2	11	6	10	0.0	-1	-9	99	6
Clc1ccc(-n2nnc(-c3cccnc3Cl)n2)cn1	101	97	4	19	-1	0	0.3	10	/	97	7
C=CCc1cc(C)ccc1OCCOCCn1ccnc1	82	94	14	4	26	-2	0.3	22	19	94	8
Cc1ccc2nc(NC(=O)C3CCCN(S(=O)(=O)c4cccc5nsnc45)C3)sc2c1 (stereo not given)	83	86	3	18	17	-3	0.6	11	2	92	4
Cc1csc(NC(=O)C2CCCN(S(=O)(=O)c3cccnc3)C2)n1 (stereo not given)	101	104	-2	19	-17	-6	-1.4	-3	/	102	4
COc1ccc(OCC(O)CNC(=O)Nc2ccccc2)cc1 (stereo not given)	102	?	/	/	-5	/	/	6	12	106	6
CC(O)CSc1nc2c(c(=O)n(C)c(=O)n2C)n1CCCc1ccccc1 (stereo not given)	88	?	/	/	-73	/	/	-11	/	79	7
CC(=O)/C(C#N)=C1\NC(=O)C(Cc2ccccc2Cl)S1 (stereo not given)	100	97	1	10	28	1	-0.5	13	/	99	20
C=CCNc1cc(C)oc(=O)c1C(=O)CCC	97	95	3	12	9	-4	0.5	15	10	93	8
Cc1ccc2nc(/C(C#N)=C\c3cc(O)ccc3[N+](=O)[O-])[nH]c2c1	100	91	-2	18	-37	0	-0.4	21	-7	100	9
CCOc1[nH]n(-c2ccccc2)c(=O)c1C=NCc1ccncc1	101	?	2	12	4	0	0.0	12	10	100	11
CN1CCN(C2=C(NS(=O)(=O)c3cccs3)C(=O)c3ccccc3C2=O)CC1	103	?	/	/	-100	/	/	12	-18	104	6
CCNC(=O)C(=O)N/N=C/c1cc([N+](=O)[O-])ccc1O	95	96	15	11	-37	1	0.8	-22	0	93	14
CC(C)Cc1cc(C(=O)Nc2cccnc2)no1	104	102	0	24	3	0	-2.1	-4	/	104	6
CCN(CC)S(=O)(=O)c1ccc(C)c(NC(=O)/C=C/c2cccs2)c1	105	102	-2	7	-9	0	-0.9	-6	1	101	2
Cc1cccc(C)c1NC(=O)COC(=O)CCC(=O)c1cccs1	96	97	0	7	7	0	-0.3	-9	/	97	14
CCOC(=O)c1ccc(NC(=O)CN2C(=O)CNC2=O)cc1	102	97	1	26	-3	-8	0.3	19	-6	98	6
O=C1NC2(CCCC2)Oc2ccccc21	100	99	-2	14	-19	2	-0.8	5	3	100	8
COc1c(Cl)cnn(-c2ccccc2)c1=O	103	105	8	15	-13	-3	0.1	0	10	106	13
Cc1cccc(CSc2nnc(-c3ccccn3)n2N)c1	102	104	1	42	-1	-2	0.1	15	/	103	7
CC(C)S(=O)(=O)c1cnc(-c2ccccn2)nc1N	98	?	/	/	-6	/	/	-12	-32	98	7
N#CCSc1nnc(CNc2ccc(F)cc2)o1	102	97	11	29	-30	-1	0.7	15	/	97	5
O=C(/C=C\c1ccc2c(c1)OCO2)CC1(O)C(=O)Nc2ccccc21 (stereo not given)	103	?	/	/	-8	/	/	6	4	101	9
CCN(C(=S)Nc1ccc(Oc2ccccc2)cc1)c1ccccc1	97	93	2	10	-1	-7	0.3	-17	-3	101	7
Cc1cc(C)c(S(=O)(=O)Nc2c(C)[nH]c(=O)[nH]c2=O)c(C)c1	99	101	1	20	9	-1	0.1	-9	1	103	9
